# Bioassay records deposited in PubChem by The Scripps Research Institute Molecular Screening Center.
# IDE inh: cellular human IDE inhibition; HEK cells, FAbetaB cleavage, fluorescence polarization; inhibition, % at 5.59 µM; actives 0.41% (n = 320,000); AID 434962;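 active = percent inhibition above the average of all tested compounds plus 3 SD, set per screening campaign, cut at about 16% in these data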;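 also: IDE supplied by intact live HEK cells; FP after avidin binding of uncleaved biotin substrate so inhibition keeps polarization high; 0% = DMSO wells and 100% = 60 µM reference IDE inhibitor Ii1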
# Target sequence (P14735 whole entry, looked up): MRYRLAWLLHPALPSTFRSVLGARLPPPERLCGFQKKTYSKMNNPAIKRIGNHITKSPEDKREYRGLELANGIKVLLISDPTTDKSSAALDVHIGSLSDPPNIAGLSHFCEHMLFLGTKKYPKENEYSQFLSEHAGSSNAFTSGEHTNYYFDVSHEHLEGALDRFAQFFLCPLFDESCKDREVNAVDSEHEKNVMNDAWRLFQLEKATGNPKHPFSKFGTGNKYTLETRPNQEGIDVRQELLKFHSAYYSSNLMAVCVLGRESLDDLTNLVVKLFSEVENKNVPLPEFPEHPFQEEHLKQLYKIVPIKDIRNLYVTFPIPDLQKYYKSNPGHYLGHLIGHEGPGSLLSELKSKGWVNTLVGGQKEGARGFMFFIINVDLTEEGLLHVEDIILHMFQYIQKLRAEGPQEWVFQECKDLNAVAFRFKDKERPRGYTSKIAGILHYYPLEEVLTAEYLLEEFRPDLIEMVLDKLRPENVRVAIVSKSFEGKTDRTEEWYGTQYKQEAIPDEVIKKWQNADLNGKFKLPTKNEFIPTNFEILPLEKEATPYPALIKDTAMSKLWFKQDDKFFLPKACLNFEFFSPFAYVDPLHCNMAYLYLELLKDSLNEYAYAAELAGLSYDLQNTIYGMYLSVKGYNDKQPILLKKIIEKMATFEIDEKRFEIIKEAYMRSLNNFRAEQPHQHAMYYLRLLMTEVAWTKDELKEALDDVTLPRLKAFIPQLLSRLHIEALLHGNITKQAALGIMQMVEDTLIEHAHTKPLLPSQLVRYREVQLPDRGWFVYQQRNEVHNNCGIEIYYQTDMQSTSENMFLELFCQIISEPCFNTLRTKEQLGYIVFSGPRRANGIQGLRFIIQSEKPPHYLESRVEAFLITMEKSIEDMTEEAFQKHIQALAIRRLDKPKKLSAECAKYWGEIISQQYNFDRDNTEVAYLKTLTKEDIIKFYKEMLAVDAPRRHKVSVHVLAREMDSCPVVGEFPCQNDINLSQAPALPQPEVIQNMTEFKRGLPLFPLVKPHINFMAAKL
# IDE act: boosts human insulin-degrading enzyme activity in HEK cells; FAbeta-B cleavage, fluorescence polarization; 0% vehicle, 100% cell-free pure enzyme wells; activation, % at 5.96 µM; actives 0.073% (n = 340,000);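 active = activation above the mean of all tested compounds plus 3 SD, set per screening campaign, cut at about 17% in these data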
# The depositor's hits bear a star. The list is partial; the hit share may differ from the screen's.
Compound,IDE inh,IDE act
CC(=O)Nc1ccc(NC(=O)COC(=O)CCCc2c[nH]c3ccccc23)cc1,-6,9
O=C(OCC(=O)N1CCCC1=O)c1ccc(O)cc1O,-4,3
COc1ccccc1/C=C/C(=O)OCC(=O)N1CCc2ccccc21,-5,7
Cc1ccc(S(=O)(=O)N2[C@@H](c3ccc(C(C)(C)C)cc3)C(C(=O)O)=CC[C@H]2c2cccs2)cc1,-6,2
COC(=O)c1c(C)[nH]c(C(=O)C(C)OC(=O)c2ccco2)c1C (stereo unspecified),0,4
O=C(CN1C(=O)NC2(CCCCCC2)C1=O)NCc1ccccc1Cl,-2,-5
CN(CC(=O)Nc1ccccc1Cl)C(=O)Cn1cnc2ccc(Cl)cc2c1=O,0,2
O=C(Nc1ccc(N2CCOCC2)cc1N1CCOCC1)c1ccccc1,7,4
Cc1ccc(S(=O)(=O)N2CCN(C(=O)COC(=O)CCOc3ccccc3C)CC2)cc1,7,17
COc1ccc(NS(=O)(=O)c2cccc(C(=O)NNC(=O)c3cccc(NC(C)=O)c3)c2)cc1,1,-1
CC(=O)C[C@H](O)CC(=O)[C@H]1OC(=O)CC/C=C\Cc2ccccc21,5,3
COc1cccc(N2CC(NS(=O)(=O)c3cccs3)CC2=O)c1 (stereo unspecified),-8,2
CC(=O)N1CCN(C(=O)c2ccc(NS(=O)(=O)c3ccc4c(c3)OCCO4)cc2)CC1,-1,1
O=C(Nc1ncccc1O)c1ccc(S(=O)(=O)N2CCCCCC2)cc1,1,4
O=C(COC(=O)CNC(=O)c1ccccc1F)Nc1ccc2[nH]c(=O)[nH]c2c1,1,2
Cc1ccc(S(=O)(=O)N(CC(=O)NCc2ccc(F)cc2)C(=O)N2CCN(C)CC2)cc1,5,2
COC(=O)c1ccc(NC(=O)c2ccccc2C(=O)Nc2ccc(C(=O)OC)cc2)cc1,-2,2
Cc1ccc(-c2nnc(SCC(=O)NC3CCCC3)n2N)cc1,3,0
NS(=O)(=O)c1ccc(NC(=O)NC2CC(=O)N(c3ccc4c(c3)OCCO4)C2)cc1 (stereo unspecified),0,5
COc1ccc(C(CNC(=O)COc2cccc(C(F)(F)F)c2)N2CCCC2)cc1 (stereo unspecified),-2,-3
O=C(CNC1CCCCC1)Nc1cccc([N+](=O)[O-])c1,-2,1
O=C(C1Cc2ccccc2CN1S(=O)(=O)c1ccccc1[N+](=O)[O-])N1CCOCC1 (stereo unspecified),3,-3
C=CCNc1nc(C(=O)OCC(=O)Nc2ccccc2C(F)(F)F)cs1,1,2
CN(CC(=O)Nc1ccc(Cl)cc1)C(=O)C1=COCCO1,4,0
COc1ccc(S(=O)(=O)N(C)C[C@H]2Oc3ccc(NC(=O)C4CCCCC4)cc3C(=O)N([C@H](C)CO)C[C@@H]2C)cc1,6,4
Cc1ccc(NC(=O)COc2coc(CN3c4ccccc4CC3C)cc2=O)c(C)c1 (stereo unspecified),0,6
CC(C)c1ccc(NC(=O)CSc2nc(=O)[nH]c3c2CCCC3)cc1,3,3
CC(Oc1cccc2cccnc12)C(=O)N/N=C/c1ccc2c(c1)OCO2 (stereo unspecified),4,3
CCC(=O)N1CCN(c2cc(N3CCCC3)c(F)cc2[N+](=O)[O-])CC1,8,-6
CSc1ncccc1C(=O)OCC(=O)N1CC(=O)Nc2ccccc21,0,3
CC1(C)c2[nH]c3ccccc3c2C[C@@H]2C(=O)N(Cc3ccccc3)C(=O)N21,-2,2
CC1CCc2cccc3c(O)cc(=O)n1c23 (stereo unspecified),3,0
O=C1NC(=O)C(=O)N1,9,7
OCC[C@H]1C[C@H](O)[C@@H](O)[C@]2(OCc3ccccc32)O1,-1,1
Cc1ccc(C(=O)NNC(=O)c2ccc(NS(=O)(=O)c3cccs3)cc2)o1,-2,-1
CC1CCCCC1NC(=O)c1ccc(NS(=O)(=O)c2ccc3[nH]c(=O)[nH]c3c2)cc1 (stereo unspecified),3,0
O=C(NN1CCOCC1)c1c(-c2ccccc2)sc2ccccc12,1,0
COc1ccccc1C1=NOC(C)(c2sc(-c3ccccc3)nc2C)C1 (stereo unspecified),2,-1
COc1cc2sc3ccc(C#CC4(O)CCCCC4)cc3c(=O)c2cc1OC,3,-3
CN(C(=O)COc1ccc(Cl)cc1Cl)C1(C)CCS(=O)(=O)C1 (stereo unspecified),1,0
O=[N+]([O-])c1ccccc1/C=N/NC1=NCCN1,4,6
O=C(COc1ccccc1)NCCS(=O)(=O)N1CCN(c2ccccc2)CC1,-2,4
COc1cc2c(-c3ccc4c(c3)OCO4)c(-c3ccsc3)oc(=O)c2cc1OC,6,1
CC1(C)CC2C1CCC1(O)CC2(C)CCC1N(O)c1ccc(C(=O)NCCO)cn1 (stereo unspecified),-1,0
N#Cc1ccsc1NC(=O)CN1C(=O)NC2(CCCC2)C1=O,8,-4
O=C1C=CN2CCCCC2CC1 (stereo unspecified),1,5
CCOC(=O)N1CCN(S(=O)(=O)CCNC(=O)c2ccc(OC)cc2)CC1,-5,2
COc1ccc(NC(=O)N(C)C[C@H]2Oc3c(NC(=O)Nc4ccccc4)cccc3C(=O)N([C@H](C)CO)C[C@@H]2C)cc1,2,-4
CCn1c(SC(C)C(=O)NCC2CCCO2)nc2ccccc21 (stereo unspecified),7,2
Cc1cc(C(=O)OCC(=O)Nc2ccccc2C(F)(F)F)on1,1,5
CCCCCCn1nc(C(=O)N(CCOC)c2c(N)n(CCCC)c(=O)[nH]c2=O)c2ccccc2c1=O,14,1
CC(=O)c1sc(NC(=O)c2cccc(N3C(=O)CCC3=O)c2)nc1-c1ccccc1,-3,5
Cc1ccc(NC(=O)c2cccc(S(=O)(=O)N(C)C3CCCCC3)c2)nc1,7,-3
COc1ccc(CNC(=O)C2(CC3CC(c4ccccc4)=NO3)CCN(C(=O)CCCCCBr)CC2)cc1 (stereo unspecified),6,5
COc1ccc(C(=O)NCCNC(=O)c2ccc(OC)cc2)cc1,-2,4
CC(=O)Nc1cccc(NC(=O)CSc2nc(=O)n3cccc(C)c3n2)c1,-2,3

# 3 of the entries above in order of their number in IDE inh, falling:
Compound,IDE inh,IDE act
CCCCCCn1nc(C(=O)N(CCOC)c2c(N)n(CCCC)c(=O)[nH]c2=O)c2ccccc2c1=O,14,1
COc1ccc(CNC(=O)C2(CC3CC(c4ccccc4)=NO3)CCN(C(=O)CCCCCBr)CC2)cc1 (stereo unspecified),6,5
CC(=O)c1sc(NC(=O)c2cccc(N3C(=O)CCC3=O)c2)nc1-c1ccccc1,-3,5

# Later entries.
Compound,IDE inh,IDE act
CC(OC(=O)c1ccc2c(c1)NC(=O)CS2)C(=O)c1ccc(F)cc1 (stereo unspecified),1,-4
CCC(C)c1nc2c(c(N3CCC3=O)c1-c1ccccc1)CCCC2 (stereo unspecified),9,-1
CCCN(CC(=O)Nc1ccccc1C)C(=O)c1ccc(-c2ccc(C(C)=O)cc2)o1,1,-3
COc1ccc(OC)c(CC(=O)Nc2cc(S(=O)(=O)N3CCCCC3)ccc2C)c1,-4,1
COc1ccc(Cl)cc1NC(=O)CN(C)C(=O)c1cc2c(s1)CCC(C)C2 (stereo unspecified),-2,3
CC1CCC2(CC1)NC(=O)N(CC(=O)NCCc1c[nH]c3ccccc13)C2=O (stereo unspecified),-5,8
CCSc1nc2cc(S(=O)(=O)N3CCOCC3)ccc2o1,0,-6
CC(C)[C@H](NC(=O)c1ccccc1F)C(=O)OCC(=O)Nc1sccc1C(N)=O,6,4
Cc1cc(F)ccc1S(=O)(=O)N1CCCCC1CCNC(=O)C(=O)NCCN1CCOCC1 (stereo unspecified),-6,6
CCCCn1c(N)c(N(CCOC)C(=O)CCNC(=O)c2ccc(Cl)cc2)c(=O)[nH]c1=O,0,0
CC(=O)c1ccc(S(=O)(=O)NC2CC(=O)N(c3ccc4c(c3)OCCO4)C2)cc1 (stereo unspecified),1,2
O=C(c1ccncc1)N1CCN(S(=O)(=O)c2ccccc2Br)CC1,2,4
CC(C)=CC1C(C(=O)Nc2ccc(S(=O)(=O)N3CCOCC3)cc2)C1(C)C (stereo unspecified),1,7
NS(=O)(=O)c1ccc(CCNC(=O)CN2C(=O)NC(c3ccccc3)(c3ccccc3)C2=O)cc1,-1,1
NC(=O)c1ccc[n+]([C@H]2O[C@@H](COP(=O)([O-])OP(=O)(O)OC[C@H]3O[C@@H](n4cnc5c(N)ncnc54)[C@H](O)[C@@H]3O)[C@H](O)[C@@H]2O)c1,9,5
NS(=O)(=O)c1ccc(CCNC(=O)COC(=O)c2cc([N+](=O)[O-])ccc2N2CCOCC2)cc1,1,1

# Taken from above:
# IDE act result of Cc1ccc(-c2nnc(SCC(=O)NC3CCCC3)n2N)cc1 is entered as 0
# IDE inh result of O=C(COc1ccccc1)NCCS(=O)(=O)N1CCN(c2ccccc2)CC1 is entered as -2
# IDE act result of O=C(Nc1ccc(N2CCOCC2)cc1N1CCOCC1)c1ccccc1 is entered as 4
# IDE act result of CC1(C)c2[nH]c3ccccc3c2C[C@@H]2C(=O)N(Cc3ccccc3)C(=O)N21 is entered as 2
# IDE act result of Cc1ccc(NC(=O)COc2coc(CN3c4ccccc4CC3C)cc2=O)c(C)c1 (stereo unspecified) is entered as 6
# IDE inh result of COc1ccc(NC(=O)N(C)C[C@H]2Oc3c(NC(=O)Nc4ccccc4)cccc3C(=O)N([C@H](C)CO)C[C@@H]2C)cc1 is entered as 2

# Following part:
Compound,IDE inh,IDE act
COc1ccc(NS(=O)(=O)c2cccc(C(=O)NCc3ccco3)c2)cc1,-2,0
COc1ccc(CCNC(=O)COC(=O)c2cc(Cl)nc(Cl)c2)cc1,-4,-1
COCCN(C(=O)CCCc1nc2ccccc2s1)c1c(N)n(CC(C)C)c(=O)[nH]c1=O,-3,-5
CCc1cccc(NC(=O)COC(=O)/C=C/c2cccs2)c1,3,1
COc1ccc2oc(C(=O)OCC(=O)Nc3ccc(N4CCOCC4)cc3)c(C)c2c1,-3,5
CCC(C)[C@@H](CN)NCC1(c2ccccc2)CC1 (stereo partly specified),1,5
CCCn1c(SCC(=O)Nc2ccc(F)c(Cl)c2)nc(O)cc1=O,4,3
Cn1ccnc1-c1nnn(-c2ccc(F)cc2)n1,-2,0

# Compound profiles (already shown). Values in the order: IDE inh | IDE act
# COc1ccc(CCNC(=O)COC(=O)c2cc(Cl)nc(Cl)c2)cc1 across the screens: -4 | -1
# COc1ccc(NS(=O)(=O)c2cccc(C(=O)NCc3ccco3)c2)cc1 across the screens: -2 | 0

# (next part)
Compound,IDE inh,IDE act
COC(=O)C1N[C@@H]([C@@H](NC(=O)COc2ccccc2)C(=O)NCc2ccc(OC)cc2)SC1(C)C (stereo partly specified),-2,-6
NC(=O)N(N)c1nc(N2CCCC2)nc(N2CCCC2)n1,-3,5
CCOC(=O)C1CCN(C(=O)COC(=O)c2cc(-c3cccs3)nn2-c2ccccc2)CC1,-1,4
CCC1(c2ccc(F)cc2)NC(=O)N(CC(=O)N2CCN(C(=O)c3ccco3)CC2)C1=O (stereo unspecified),0,5
O=C(OCC(=O)N1CCN(c2ccccc2)CC1)c1nc(Cl)ccc1Cl,5,-3
CC1CCN(c2ccc3c(c2)S(=O)(=O)c2ccccc2C3=O)CC1,12,-7
Cc1nnc(SCC(=O)N2CCN(C(=O)c3ccco3)CC2)n1C,3,2
CS(=O)(=O)N1c2ccccc2[C@]2(Br)C[C@H]3C(=O)N[C@@H](Cc4ccccc4)C(=O)N3[C@H]12,11,2
Cc1ccc(NC(=O)CSc2nc(=O)n(Cc3ccncc3)c3c2CCC3)c(C)c1,1,0
Nc1nc(COC(=O)C2CC(=O)N(CCc3ccccc3)C2)nc(Nc2ccccc2)n1 (stereo unspecified),-1,4
CC1CCN(C(=O)c2[nH]cnc2C(=O)Nc2ccccc2)CC1,-2,-6
O=C(Nc1cccc(Cl)c1)c1nc[nH]c1C(=O)N1CCN(c2ccccc2)CC1,4,5
Cc1nn(-c2ccccc2)c(C)c1C(=O)OC(C)C(=O)NC1CCCCC1 (stereo unspecified),3,-8
C[C@H]1CN([C@@H](C)CO)C(=O)Cc2cc(NS(=O)(=O)c3cccs3)ccc2O[C@H]1CN(C)S(=O)(=O)c1cn(C)cn1,4,-1
CC(=O)c1ccc(NC(=O)C(C)OC(=O)C2CCN(c3ccc(C(F)(F)F)cn3)CC2)cc1 (stereo unspecified),-10,-4
CCOc1ccc(C(=O)COC(=O)Cc2n[nH]c(=O)c3ccccc23)cc1,1,1
NCCCCC(N)c1cn([C@@H](CCC(=O)O)C(=O)N2CCNCC2)nn1 (stereo partly specified),-1,3
CS(=O)(=O)Nc1ccccc1C(=O)OCC(=O)N1CCC(c2ccccc2)=N1,2,1
Cc1ccc(C(=O)N(CCC2=CCCCC2)c2c(N)n(Cc3ccccc3)c(=O)[nH]c2=O)o1,-9,3
CCN1CCN(c2ccc(S(=O)(=O)N3CCOCC3)cc2NC(=O)/C=C/c2ccc(OC)cc2OC)CC1,-2,-1
Nc1c(Cl)cc(C2=NCCn3nc4cc(C(F)(F)F)ccc4c32)cc1Cl,-4,-4
Cc1cc(NC(=O)C(C)SCC(=O)NCc2ccc(F)cc2)no1 (stereo unspecified),-2,1
Cn1c(/C(C#N)=C(\O)c2ccccc2Cl)nc2ccccc21,0,0
CCOc1ccc(NS(=O)(=O)c2ccc(C(=O)NCC(c3ccco3)N3CCCC3)cc2)cc1 (stereo unspecified),5,-6
O=C(COC(=O)c1ccccc1O)NCc1ccc2c(c1)OCO2,-6,2
COc1ccc(CCNC(=O)CSc2nc(=O)[nH]c3c2CCC3)cc1OC,-1,2
O=C(COC(=O)/C=C/c1ccc(OC(F)F)cc1)Nc1cccc(S(=O)(=O)N2CCCC2)c1,4,-5
O=C(CN1CCCCC1)NC1CCc2cc3c(cc21)CCC3 (stereo unspecified),3,1
COc1ccc(NC(=O)CSCC(=O)N2CCN(C(=O)c3ccco3)CC2)cc1,-2,0
Cc1ccc(S(=O)(=O)N(C)C)cc1NC(=O)COC(=O)CCC1CCCC1,-1,2
